Source: PubChem
aGlu spleen mod: qHTS Assay for Inhibitors and Activators of Human alpha-Glucosidase From Spleen Homogenate | Lysosomal alpha-glucosidase (Homo sapiens), P10253 | human spleen homogenate, 4-MU-alpha-glucoside fluorescence | Potency, µM (titrated, usually from 79.9 µM), for inactives: top-dose activity change, negative = inhibition, hits mostly inhibitors | hit rate 0.006% among 240,000 | AID 2112, 2009;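 further: 0% = enzyme with vehicle and -100% = no enzyme basal signal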
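Compounds were titrated against alpha-glucosidase in spleen homogenate at pH 5.0, with 1 mM 4-methylumbelliferyl substrate for 40 min at 37 C. Reactions were quenched with pH 10 NaOH/glycine and fluorescence measured.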
NPSR antagonist: qHTS Assay for Antagonists of the Neuropeptide S Receptor: cAMP Signal Transduction; CHO-NPSR cells, cAMP TR-FRET, antagonist mode; Potency, µM (series often up to 38.3 µM), inactives show at the top dose activity change, negative = inhibition, usual class: inhibitors; hit rate 1% among 220,000; further: on the % scale 0 is the no-effect control and ±100 the full control effect; nearly all actives have a fitted effect of over 50% in size; many of its hits are not listed in these tables
Epigenetic derep: Quantitative High-Throughput Screen for Regulators of Epigenetic Control; AID 1865, 2009; murine LDR cells, GFP reporter derepression, 30 h; hit rate 0.2% among 280,000; Potency, µM (titrated, usually from 53.9 µM), for the others: at the top dose GFP activation, hits mostly activators; further: % of control where 0% means no effect; nearly all actives have a fitted effect of over 60% in size
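In this reporter-derepression format, murine cells bearing a silenced integrated CMV-GFP locus incubate with test compound (30 h, 37 C), then are washed and imaged; fluorescent objects of 20–120 um count as induced cells.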
Tau fluor counter: Counterscreen qHTS for Inhibitors of Tau Fibril Formation, Fluorescence Polarization. AID 1463, 2008. Potency, µM (doses to about 57.7 µM), inactives show at the highest dose activity change, negative = decrease. hit rate 0.93% among 280,000. tau K18 P301L Alexa594 fluorescence, heparin fibrillization; further: on the % scale 0 is the no-effect control and ±100 the full control effect; nearly all actives have a fitted effect of over 55% in size
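Human tau K18 P301L (15 uM unlabeled, 0.24 uM Alexa 594-labeled) in 100 mM sodium acetate pH 7 with 20 uM heparin, 6 hr at 37 C. ThT 30 uM added, 1 hr ambient; Alexa 594 FP and total fluorescence read at 555/632 nm.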
aGal spleen mod: qHTS Assay for Inhibitors and Activators of Human alpha-Galactosidase From Spleen Homogenate; human spleen homogenate, 4MU-alpha-Gal fluorescence, 40 min; Potency, µM (highest dose often 80 µM), for the others: top-dose activity change, negative = inhibition, actives largely listed as inhibitors; Alpha-galactosidase A (Homo sapiens), P06280; hit rate 0.008% among 240,000;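 further: 0% = enzyme with vehicle and -100% = no enzyme basal signal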
Target sequence (P06280 32-429 limits assumed): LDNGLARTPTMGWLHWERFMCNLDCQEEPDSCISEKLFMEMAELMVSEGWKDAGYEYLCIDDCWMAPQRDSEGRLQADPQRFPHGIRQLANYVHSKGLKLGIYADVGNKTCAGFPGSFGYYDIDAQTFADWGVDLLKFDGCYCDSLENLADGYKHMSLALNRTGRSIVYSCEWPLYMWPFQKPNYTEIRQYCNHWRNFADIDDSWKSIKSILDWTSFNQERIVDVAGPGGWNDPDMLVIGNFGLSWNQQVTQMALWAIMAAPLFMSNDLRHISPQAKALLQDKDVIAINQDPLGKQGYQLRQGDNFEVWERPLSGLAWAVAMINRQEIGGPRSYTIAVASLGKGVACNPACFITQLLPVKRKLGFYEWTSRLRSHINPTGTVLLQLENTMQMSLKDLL
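Human spleen homogenate (1 ug) was the enzyme source, with 4-methylumbelliferyl-alpha-D-galactopyranoside (1 mM final) in pH 5.0 citrate buffer with 0.01% Tween-20. Compounds were titrated; after 40 min at 37C, NaOH/glycine stop, 4-MU fluorescence read; AC50 from Hill fits.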
GAA inhib: qHTS Assay for Inhibitors of Human alpha-Glucosidase as a Potential Chaperone Treatment of Pompe Disease. Lysosomal alpha-glucosidase (Homo sapiens), P10253. purified human GAA, 4-MU-alpha-glucoside fluorescence. Potency, µM (highest dose often 76.9 µM), inactives show top-dose activity change, negative = inhibition, usual class: inhibitors. hit rate 0.005% among 200,000. AID 1466, 2008;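 further: plate controls were uninhibited enzyme wells for no effect and no-enzyme background for full effect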
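Human enzyme at 4 nM with 400 uM 4-methylumbelliferyl-alpha-D-pyranoside, citrate/phosphate buffer pH 5.0, 0.005% Tween-20, 20 min at room temperature. Compounds up to 77 uM. 4-MU fluorescence (Ex 365/Em 440) read after NaOH/glycine stop; AC50 from Hill fit.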
GAA glycogen mod: qHTS Assay for Inhibitors and Activators of Human alpha-Glucosidase Cleavage of Glycogen. recombinant GAA, glycogen substrate, Amplex Red glucose oxidase fluorescence. Lysosomal alpha-glucosidase (Homo sapiens), P10253. hit rate 0.38% among 300,000. Potency, µM (series often up to 76.4 µM), without a hit: at the highest dose activity change, negative = inhibition, usual class: inhibitors;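 further: 0% = full enzyme reaction and -100% = no-enzyme basal signal; the screen sought inhibitors and activators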
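Recombinant human enzyme (4 nM); glycogen substrate; 37 C, 40 min, pH 5.0. Readout: coupled glucose oxidase/Amplex Red fluorescence.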
ALDH1A1 block: qHTS Assay for Inhibitors of Aldehyde Dehydrogenase 1 (ALDH1A1); Aldehyde dehydrogenase 1A1 (Homo sapiens), P00352; Purified ALDH1A1, NADH fluorescence, propionaldehyde substrate; Potency, µM (titrated, usually from 75.3 µM), for the others: at the top dose activity, negative = inhibition, most hits filed as inhibitors; hit rate 7.3% among 220,000; AID 1030, 2008; active means well fitted inhibition curve with a large enough effect, not every such curve was filed as active; inconclusive means small, poorly fitted or top-dose-only effect, or another doubt; inactive means no such curve, though single readings can be large or run the other way;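 further: plate controls were no enzyme wells and a reference inhibitor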
Target sequence (P00352 whole entry, looked up): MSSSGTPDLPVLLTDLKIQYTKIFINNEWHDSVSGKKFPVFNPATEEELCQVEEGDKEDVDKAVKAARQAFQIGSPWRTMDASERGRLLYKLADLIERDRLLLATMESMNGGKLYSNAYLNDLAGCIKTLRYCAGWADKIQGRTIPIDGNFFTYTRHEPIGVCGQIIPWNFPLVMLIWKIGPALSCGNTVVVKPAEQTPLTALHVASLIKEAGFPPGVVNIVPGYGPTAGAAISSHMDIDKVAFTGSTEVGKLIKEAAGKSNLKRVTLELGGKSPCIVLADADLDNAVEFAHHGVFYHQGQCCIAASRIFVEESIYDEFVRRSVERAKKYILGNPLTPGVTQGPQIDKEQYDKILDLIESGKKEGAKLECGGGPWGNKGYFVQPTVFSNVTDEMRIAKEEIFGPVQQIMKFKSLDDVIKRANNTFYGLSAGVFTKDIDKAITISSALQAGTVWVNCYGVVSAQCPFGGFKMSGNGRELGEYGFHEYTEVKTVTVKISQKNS
The depositor's hits bear a star; ? = inconclusive; / = not tested or not shown; & = joins results of further samples; [ ] = dose if it differs, or a comment. Unless noted, the call rests on the fitted dose curve; in most records, active means well fitted curve in the direction sought with a large enough effect; inconclusive means small, poorly fitted or top-dose-only effect, or another doubt; inactive means no such curve, though single readings can be large; an effect the other way counts as inactive or inconclusive. Potency means the concentration at half of the fitted maximal effect.

SMILES | aGlu spleen mod | NPSR antagonist | Epigenetic derep | Tau fluor counter | aGal spleen mod | GAA inhib | GAA glycogen mod | ALDH1A1 block
COc1ccc(OC)c(CN(CCN2CCOCC2)S(=O)(=O)c2ccc(NC(C)=O)cc2)c1 | -3.3% | 29.7% | 0.0% | -16.9% | -1.0% | / | 4.3% | /
Cc1ccc2cc(CN(Cc3ccc(F)cc3)Cc3nnnn3C3CCCC3)c(=O)[nH]c2c1 | -4.2% | ? | 0.1% | -17.6% | 1.9% | -22.0% | -7.3% | 14.1µM*
CCCCOCCCNCC(=O)Nc1ccc(S(N)(=O)=O)cc1 | -0.9% | 11.9% | -1.5% | -3.9% | -2.7% | -1.3% | 8.5% | 8.2%
Cc1ccc(S(=O)(=O)N2CCCOC2CNC(=O)C(=O)NCc2cccs2)cc1 (configuration not stated) | 5.8% | 7.3% | -2.2% | -4.0% | 2.8% | 7.0% | 0.8% | 11.2µM*
O=C(CNC(=O)c1ccccc1)Nc1ccsc1C(=O)O | -5.1% | -0.9% | -4.2% | -2.3% | -2.1% | -0.4% | 7.9% | -8.7%
COc1cc(C(=O)N2CCN(c3cccc(C)c3C)CC2)cc(OC)c1OC | -13.4% | ? | 4.0% | -7.0% | -23.6% | -0.2% | 0.9% | -5.5%
CC(=O)Nc1cc[n+](C(C)C(=O)c2ccc(Cl)cc2)cc1 (configuration not stated) | -0.8% | 14.7% | -2.9% | -8.2% | 0.4% | -0.6% | 12.5% | 3.5%
Cc1ccc(S(=O)(=O)N2C(=O)CCC2C(=O)Nc2ccc3c(c2)OCCO3)cc1 (configuration not stated) | 5.7% | -15.0%[46.1 µM] | -0.2% | -3.5% | 5.6% | -3.9% | 6.5% | -11.1%
O=C(CCc1nnc(CCCCc2ccccc2)o1)NCc1cc(F)ccc1F | -6.6% | 14.4% | -1.0% | -23.4% | -1.3% | -9.7% | 15.8% | -12.8%
O=C(c1cc([N+](=O)[O-])ccc1N1CCCCC1)N1CCCCC1 | -10.7% | -10.0%[46.1 µM] | 2.5% | -1.9% | -2.6% | -3.5% | -5.1% | 20µM*
CCOc1ccccc1N1CCN(C(=O)Nc2cccc(Cl)c2)CC1 | -2.5% | -14.3%[46.1 µM] | -2.1% | ? | 1.2% | -12.0% | -8.7% | -2.5%
CC(C)(C)NS(=O)(=O)c1ccc(NS(C)(=O)=O)cc1 | 0.7% | 9.1%[46.1 µM] | -0.8% | -2.3% | 3.4% | -2.6% | -1.5% | ?
CCCCOc1ccc(-c2nnn(CC(=O)NCCc3c[nH]c4ccccc34)n2)cc1 | -3.6% | -21.4%[46.1 µM] | 6.3% | ? | 0.0% | 0.8% | -2.9% | -3.8%
Brc1ccc(OCc2cn3ccccc3n2)cc1 | -1.1% | -10.3% | 2.3% | -7.1% | -3.5% | 0.4% | 9.3% | -2.9%
C=CC(C1=CC(=O)C(OC)=CC1=O)c1ccc(OC)cc1 (configuration not stated) | 1.3% | / | -0.1% | ? | -4.5% | / | / | ?
O=C(COC(=O)C1CCC(=O)N1)Nc1ccccc1Br (configuration not stated) | 10.0% | 11.5% | -3.4% | 6.9% | 11.6% | -6.7% | 1.7% | 2.8%
CCOC(=O)Cn1c(CN2CCc3ccccc3C2)nc2c1c(=O)n(C)c(=O)n2C | -8.7% | 4.2%[46.1 µM] | 1.3% | -3.1% | 4.2% | -3.0% | 2.7% | -13.4%
Cc1cc(C)n(-c2nnc(C)n2/N=C/c2ccccc2O)n1 | 5.9% | -7.1%[46.1 µM] | -8.7% | 0.8% | 0.6% | 0.5% | 1.9% | -3.3%
CN(CC(=O)NCCc1ccccc1)S(=O)(=O)c1cnc[nH]1 | -0.1% | 11.0% | 0.0% | 7.4% | -4.8% | 4.2% | 9.3% | 8.1%
Cc1ccc(C(=O)N2CC(=O)Nc3ccccc32)o1 | 1.3% | 13.2% | -4.1% | -4.6% | -3.0% | 4.5% | 3.1% | 8.5%
N#Cc1c(-c2ccccc2F)cc(C2CC2)nc1SCC(=O)c1cccs1 | -5.9% | -43.6% | ? | -28.2% | -3.5% | -8.6% | 10.7% | ?
O=C(NC1CCCC1)c1cccc(Cl)c1 | / | 20.3% | -1.1% | 3.7% | -3.2% | -3.2% | -0.4% | 3.7%
COc1ccc(/C(N)=N/O)cc1O | 1.3% | 16.0% | 0.1% | 6.6% | -2.9% | -3.5% | 13.2% | 0.0%
CCCCc1nnc2c(N(C)S(=O)(=O)c3ccccc3)nc3ccccc3n12 | 4.7% | -3.2% | 4.0% | -12.8% | 1.8% | / | -3.8% | /
c1ccc(CN2CCC(=NNc3nc4ccccc4[nH]3)CC2)cc1 | 0.6% | -13.9% | 1.1% | -19.7% | -5.7% | 7.6% | ? | -12.2%
Cc1ccc(CSc2ncnc3onc(C)c23)cc1 | -4.4% | 0.4%[7.67 µM] | -0.3% | -16.6% | 4.0% | / | -4.2% | /
COc1ccc(-n2c(-c3ccco3)nc3c(cnn3-c3ccc(C)cc3)c2=O)cc1 | -8.0% | -54.3% | 5.1%&7.7% | -21.2%&-20.3% | -1.7% | / | -2.6% | /
Cn1c(CC(=O)Nc2ccccc2)nnc1SCCOc1ccccc1 | 2.1% | -2.8%[46.1 µM] | -0.7% | -9.1% | 7.4% | 3.3% | 5.0% | -2.3%
CCCC(=O)n1nc(-c2cccnc2)nc1NCc1ccc(OC)cc1 | 4.7% | -22.6% | 0.1%&-0.8% | -14.8%&-12.5% | 4.1% | -2.0% | -1.7% | ?
COc1cc(-c2cc(C(=O)NCCc3ccc(S(N)(=O)=O)cc3)c3ccccc3n2)cc(OC)c1OC | 4.7% | -31.1% | -1.2% | -11.6% | 7.0% | / | 3.2% | /
CCSc1ncnc2c1oc1ccccc12 | -0.6% | 3.0%[46.1 µM] | -3.6% | -6.5% | -1.9% | 2.2% | 18.4% | 2.2%
Cc1ccc(NC(=O)c2c(-c3ccccc3Cl)noc2C)nc1 | 6.1% | 5.2% | 3.2% | -13.3% | -0.5% | 0.2%[15.4 µM] | 1.2% | -4.7%
O=C1NC[C@@H](Cc2cccc3ccccc23)N(CCc2cc(C(F)(F)F)cc(C(F)(F)F)c2)C1=O | 7.2% | -3.2% | 8.7% | -0.3% | 1.0% | / | -18.4% | /
COc1cccc2cc(C(=O)N3CCC(C)CC3)c(=O)oc12 | 0.0% | 0.2%[46.1 µM] | 0.0% | -9.7% | -1.9% | -7.7%[15.4 µM] | 4.5% | ?
COc1cc2oc(=O)cc(-c3ccc(-c4ccc(O)cc4)cc3)c2c(OC)c1OC | 8.6% | / | 6.2% | 10µM*[quencher] | 0.4% | / | / | ?
COC(=O)C1CCN(c2ccc([N+](=O)[O-])cc2)CC1 | -2.8% | -5.7% | 2.4% | -8.5% | -6.5% | -16.2% | 3.0% | -2.0%
CCOc1ccccc1NC(=O)/C(C#N)=C/c1c(C)nn(-c2ccccc2)c1Cl | -3.6% | -27.6% | 0.0% | -11.8% | -7.6% | -4.1% | 9.7% | -0.1%
CC(C)CN1CCN(Cc2cccn2-c2ccccn2)CC1CCO (configuration not stated) | -19.1% | -3.0% | -0.9% | -5.6% | -6.9% | -3.5%[15.4 µM] | -7.0% | -0.9%
Cc1nc2c(C(=O)NCc3ccc4c(c3)OCO4)c[nH]n2c(=O)c1Cl | -19.2% | -9.2%[46.1 µM] | 0.0% | -25.7% | -2.7% | -10.8% | 1.9% | -4.6%
COC(=O)c1ccc2c(c1)C(=O)/C(=C/c1ccc(C)cc1)O2 | 12.1% | -3.3% | 0.0% | 2.2% | 16.6% | -6.7% | 2.6% | -3.2%
O=C(O)CCc1ccc(-c2ccc(Cl)cc2)n1CC(=O)O | 5.1% | -1.3%[46.1 µM] | -0.9% | -2.2% | 10.6% | 4.9% | -4.7% | -5.3%
O=S(=O)(c1ccc(NC(=S)Nc2ccccc2)cc1)N1CCOCC1 | -0.7% | 4.4% | -3.2% | -5.2% | -4.1% | 2.1% | -1.6% | 20µM*
CC(C)(C)c1[nH]nc2c1C(c1ccccc1OC(=O)N1CCOCC1)C(C#N)=C(N)O2 (configuration not stated) | -2.8% | -10.4%[46.1 µM] | 0.0% | 5.7% | 2.6% | 4.9% | -5.4% | -10.2%
Cc1nc(Oc2ccccc2)c2ccsc2n1 | -2.6% | 1.5% | 2.9% | -3.6% | 6.7% | -4.2% | 1.1% | 7.2%
COc1ccc(N(C)S(=O)(=O)c2cccc(C(=O)Nc3cc(OC)ccc3OC)c2)cc1 | 5.9% | -9.3% | 0.2% | ? | 5.3% | -4.7% | -4.7% | -1.6%
COc1ccc(CNC(=O)Cc2ccc(OC)c(S(=O)(=O)N3CCOCC3)c2)cc1 | 1.5% | -2.9%[46.1 µM] | -0.9% | 2.6% | -11.4% | -4.2% | -5.6% | 7.0%
CC1CC(=O)C2=C(C1)Nc1ccccc1N=C2 (configuration not stated) | 6.9% | -13.0%[46.1 µM] | -2.3% | 2.1% | 4.0% | 3.8% | 7.0% | 19.2%
CCc1ccc(Nc2cc(C)nc3nc(C)nn23)cc1 | -4.3% | 11.6% | -1.4% | -2.5% | -2.1% | 2.0% | 1.4% | -19.9%

Fetched one by one from above:
SMILES | aGlu spleen mod | NPSR antagonist | Epigenetic derep | Tau fluor counter | aGal spleen mod | GAA inhib | GAA glycogen mod | ALDH1A1 block
COC(=O)c1ccc2c(c1)C(=O)/C(=C/c1ccc(C)cc1)O2 | 12.1% | -3.3% | 0.0% | 2.2% | 16.6% | -6.7% | 2.6% | -3.2%
CCOc1ccccc1NC(=O)/C(C#N)=C/c1c(C)nn(-c2ccccc2)c1Cl | -3.6% | -27.6% | 0.0% | -11.8% | -7.6% | -4.1% | 9.7% | -0.1%

These rows are one share of the data; the hit share may differ from the screen's.
